High-throughput results from PubChem.
CXCR6 inh = inhibitors of human CXCR6 receptor. O00574. CHO-K1 PathHunter CXCR6 beta-arrestin, luminescence. inhibition, % at 20 µM. 360,000 compounds, 0.36% hits. AID 602244; in the data active means inhibition above about 34%, passing the limit was not always enough;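 further: antagonist mode with CXCL16 agonist at 10 nM final; 0% = 10 nM CXCL16 with DMSO and 100% = unstimulated wells without agonist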
Target sequence (O00574 whole entry, looked up): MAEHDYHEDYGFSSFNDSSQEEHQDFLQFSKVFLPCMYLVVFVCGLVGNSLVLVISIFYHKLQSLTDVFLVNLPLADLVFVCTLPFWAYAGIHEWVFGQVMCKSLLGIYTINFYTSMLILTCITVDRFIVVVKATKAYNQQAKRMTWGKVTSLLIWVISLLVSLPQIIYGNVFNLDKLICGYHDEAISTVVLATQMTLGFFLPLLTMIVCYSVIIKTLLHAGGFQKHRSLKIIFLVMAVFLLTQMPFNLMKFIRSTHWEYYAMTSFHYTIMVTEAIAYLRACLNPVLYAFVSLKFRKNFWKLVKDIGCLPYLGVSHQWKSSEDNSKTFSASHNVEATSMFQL
CHOP UPR activ = apoptotic UPR (CHOP) activation. activation, % at 10 µM. 330,000 compounds, 0.34% hits. CHO-CHOP luciferase reporter, luminescence; percent of tunicamycin response over DMSO baseline;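 active means at 10 µM dose, activation of 40% or more, normalized to positive control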;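 further: 100% = tunicamycin at 10 µg/mL and 0% = DMSO alone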
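Assay system: CHO-CHOP cells, stable luciferase reporter of PERK-eIF2a-CHOP signalling / Buffer or medium: F12 plus 10% serum / Compound dosing: one dose, 10 µM in 0.5% DMSO / Times: 6 h compound treatment, 37 °C / Technique: luciferase luminescence / Read-out: % reporter activation, DMSO baseline versus tunicamycin full activation / Benchmarks: tunicamycin and DMSO controls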
UPR XBP1 act = activators of adaptive arm of unfolded protein response (XBP1); CHO-XBP1 luciferase reporter, IRE1-XBP1 UPR activation, luminescence; percent of tunicamycin response, DMSO as zero; activation, % at 20 µM; 330,000 compounds, 0.33% hits; AID 463104;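 active means versus positive control, 20 µM dose yields 30% or more activation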;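 further: 100% = tunicamycin at 10 µg/mL and 0% = DMSO only wells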
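incubation = overnight seeding at 37 °C, 6 h compound treatment at 37 °C | assay system = CHO-XBP1 cells stably carrying IRE1-XBP1-driven luciferase reporter | input = 1000 cells per well | detection = luciferase luminescence | dosing = single point, 20 µM final compound, 1% DMSO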
tim23-1 inh = growth inhibitors of tim23-1 mutant yeast | S. cerevisiae tim23-1 growth, BacTiter-Glo luminescence, 24 h | inhibition, % at 20 µM | 330,000 compounds, 1.3% hits;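 active means growth inhibition of the mutant yeast at or above 50%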;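 further: temperature-sensitive mutant grown at 25 °C; plate controls were DMSO-treated mutant yeast for no effect and medium wells lacking yeast for full effect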
CCR6 antag = antagonists of human CCR6 receptor. P51684. CHO-K1 CCR6 PathHunter beta-arrestin, luminescence, CCL20-stimulated. inhibition, % at 20 µM. 340,000 compounds, 0.49% hits;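 active means compounds whose inhibition of the agonist-driven luminescence signal at 20 µM reaches about 50%, limit read from the data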;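 further: cells stimulated with CCL20 at 14 nM final; plate controls were DMSO with CCL20 for no effect and DMSO without agonist for full effect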
Target sequence (P51684 whole entry, looked up): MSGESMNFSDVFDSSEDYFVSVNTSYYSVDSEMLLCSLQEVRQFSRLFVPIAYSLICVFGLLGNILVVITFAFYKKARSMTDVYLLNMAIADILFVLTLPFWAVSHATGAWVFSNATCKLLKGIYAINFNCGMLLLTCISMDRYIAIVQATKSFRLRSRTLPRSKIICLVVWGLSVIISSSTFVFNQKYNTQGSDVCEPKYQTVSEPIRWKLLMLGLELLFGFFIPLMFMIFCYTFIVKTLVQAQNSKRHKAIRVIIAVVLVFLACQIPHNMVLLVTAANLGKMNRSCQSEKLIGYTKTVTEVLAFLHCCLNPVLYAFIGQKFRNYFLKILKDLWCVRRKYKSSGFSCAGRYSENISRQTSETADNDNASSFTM
EBI2 antag = EBI2 (human) antagonism. EBI2 beta-arrestin recruitment, luminescence, 7a,25-OHC stimulated. inhibition, % at 5 µM. 360,000 compounds, 0.81% hits; in the data active means inhibition above about 38%;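 further: enzyme fragment complementation signal reports receptor beta-arrestin coupling in cells; 0% = agonist plus DMSO wells and 100% = wells without agonist; some results beyond the cut were filed as inactive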
Mdm2-MdmX inh = human Mdm2/MdmX binding inhibition | SaOS-2 split-luciferase Mdm2/MdmX complementation, luminescence | inhibition, % at 8 µM | 330,000 compounds, 3% hits;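 active means inhibition of at least 50% at 8 µM in the primary screen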
APJ agonist = APJ receptor agonism; 330,000 compounds, 0.11% hits; P35414; CHO-K1 APJ PathHunter beta-arrestin, luminescence; 0% DMSO wells, 100% apelin; activation, % at 20 µM;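 active means activation more than six SD over the plate average, tested at 20 µM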;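 further: 0% = DMSO alone and 100% = apelin-13 at 10 nM; some results filed as inactive read as strong as hits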
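Test system: CHO-K1 APJ beta-arrestin complementation cell line. Amount: cell density 1000 per well. Controls: DMSO negative, 10 nM Apelin-13 positive. Signal: luminescent beta-gal fragment complementation, chemiluminescent substrate. Read-out basis: agonist-driven arrestin binding to APJ. Timing: compound stimulation 90 min at 25 °C, detection 60 min.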
APJ antagonist = antagonists of human APJ apelin receptor. 330,000 compounds, 0.32% hits. CHO-K1 APJ beta-arrestin complementation, luminescence. P35414. inhibition, % at 20 µM. AID 2521;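 active means inhibition above about 40% at 20 µM, limit read from the data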;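 further: cells challenged with 10 nM apelin-13 agonist together with compound; plate controls were apelin-13 plus DMSO wells for no effect and DMSO wells lacking apelin-13 for full effect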
* = called active by the depositor; / = no result given. The list is partial. The share of hits here may be higher or lower than overall.

SMILES	CXCR6 inh	CHOP UPR activ	UPR XBP1 act	tim23-1 inh	CCR6 antag	EBI2 antag	Mdm2-MdmX inh	APJ agonist	APJ antagonist
O=C(N/N=C/c1ccc(OC(=O)c2ccccc2Cl)cc1)c1cc(O)cc(O)c1	12	3.6	-5	1	14	-20	-5	-2	-14
COc1ccccc1N1CC(O)=C(c2nc3ccccc3c(=O)[nH]2)C1=N	-3	0.3	4	11	14	-2	35	-2	17
Cc1cc(-c2nnc(SCC(=O)Nc3ccccc3C)n2N)n[nH]1	-5	1.6	-5	-11	4	-8	12	4	13
O=C(Nc1ccc(-n2cccn2)cc1)C1CCCCN1Cc1cccc2cccnc12 (stereo unspecified)	10	1.2	8	35	15	9	28	6	0
O=C1C[C@@H]2CCN3C(=O)CCC[C@@H]([C@H]23)[C@H]1Cc1ccccc1	-4	3.3	2	31	22	-1	22	/	/
O=C(Nc1ccc(Cn2ccnc2)cc1)c1cccc(C(F)(F)F)c1	-4	0.9	-4	-9	4	0	25	-3	2
C[C@@H](NC(=O)OC(C)(C)C)C(=O)NCC1CCC(C(=O)N[C@@H](Cc2ccccc2)C(=O)O)CC1 (stereo partly specified)	-11	0.4	-6	4	1	3	-2	1	5
CCOC(=O)c1cc([N+](=O)[O-])sc1N	7	1.8	-2	1	9	0	-18	-2	11
Cc1ccc(CN2C(=O)CCC2C(=O)N2CCN(c3ccc(F)cc3)CC2)cc1 (stereo unspecified)	-14	-3.4	-3	21	6	-8	3	5	-27
O=C(CSc1ncnc2scc(-c3ccccc3)c12)Nc1ccc(C(=O)O)cc1	3	-2.5	-2	12	4	1	10	-7	-10
C[C@H](NC(=O)c1ccco1)C(=O)Nc1ccc2c(c1)OCO2	0	0.0	-1	13	7	-5	-12	0	-5
Cc1ccc(N(CC(=O)N2CCc3ccccc3C2)S(C)(=O)=O)cc1	2	-2.4	-4	10	-1	-2	4	-3	-12
COc1cc(C#N)ccc1OC(=O)Cc1cc(OC)c(OC)c(OC)c1	9	2.1	-8	4	-7	1	-13	1	14
COc1ccc2c(c1)/C(=N/OC(=O)c1cccs1)CCC2	-11	-1.4	0	34	3	-6	-20	-4	2
O=C(CN1C(=O)c2ccccc2S1(=O)=O)N1CCN(c2cccc(Cl)c2)CC1	2	-1.0	-1	23	18	-4	19	4	-28
CCn1ccc(C(=O)Nc2ccc(N(C)C(C)=O)cc2)n1	-35	-1.5	-4	-2	-24	-2	20	-4	9
COc1ccc(C2NCCc3c2[nH]c2ccccc32)cc1COc1ccc(F)cc1 (stereo unspecified)	-6	0.3	32*	5	2	-8	69*	6	15
COC(=O)c1sc2ncn(N)c(=O)c2c1C	/	-0.3	-4	3	-2	/	12	-6	-26
CN(C)C(=O)c1c(-c2ccccc2)oc2ccc(O)cc12	3	-0.4	-2	25	-8	-3	9	-3	5
O=C(O)c1cc(NC(=O)c2ccccc2[N+](=O)[O-])ccc1O	-2	-1.2	-5	7	1	-7	-3	1	-28
Nc1ccc(CC2SC(=O)NC2=O)cc1 (stereo unspecified)	1	1.8	-1	6	-4	-17	-2	0	-14
O=C(CCC1CCCN(C(=O)c2ccco2)C1)NCc1ccccc1F (stereo unspecified)	3	0.2	0	-2	-14	9	12	0	21
CC1CC(=O)C2=C(C1)Nc1ccccc1N(C(=O)COc1ccccc1)C2c1ccco1 (stereo unspecified)	1	-0.5	-1	7	9	-1	1	-2	-13
COC(=O)c1ccc(CSc2nc3ccccc3c(=O)n2C)o1	4	1.2	0	27	24	2	-13	2	4
CC(NC(=O)C(NC(=O)C(Cc1c[nH]c2ccccc12)NC(=O)OC(C)(C)C)C(C)C)C(N)=O (stereo unspecified)	-3	-0.6	-1	6	-1	-11	18	-1	-11

(continued)
SMILES	CXCR6 inh	CHOP UPR activ	UPR XBP1 act	tim23-1 inh	CCR6 antag	EBI2 antag	Mdm2-MdmX inh	APJ agonist	APJ antagonist
NC(=O)c1ccccc1NC(=O)CCn1c(=S)oc2ccccc21	-5	0.9	-2	-5	8	-12	-2	-2	7
CCc1ccc2nc(N(CCN(C)C)C(=O)/C=C/c3cccs3)sc2c1	2	-0.4	3	18	-14	7	51*	1	-6
CC(C)Sc1nnc(SCC(=O)NCCCN2CCCC2=O)s1	1	-1.3	-1	-1	12	-8	2	-5	3
Cc1ccc(/C=C/C(=O)NCc2ccco2)o1	/	2.5	-2	2	/	/	-14	-2	4
CC(=O)OCCCN(C)CC/C=C1/c2ccccc2CSc2ccccc21	9	-0.3	-2	14	7	-5	14	-5	13
CC1CC(=O)N(C)c2cc([N+](=O)[O-])ccc2N1 (stereo unspecified)	-4	2.5	-3	21	0	-16	21	-1	0
c1ccc(Nc2nc(CSc3ncn[nH]3)cs2)cc1	-11	3.7	2	5	2	-1	17	-3	-13
COC(=O)c1cc(NC(=O)Cn2c(=O)oc3ccccc32)cc(C(=O)OC)c1	1	-0.9	-4	-15	7	4	10	-2	0
CCn1c(SCC(=O)Nc2cc(C)on2)nc2c1c(=O)n(C)c(=O)n2C	-2	-1.4	4	-2	3	-10	12	-4	17
O=C(COc1ccc(S(=O)(=O)N2CCOCC2)cc1Cl)NCCCn1ccnc1	-1	-0.1	-4	-4	11	-5	-21	0	28
Cc1c(C(=O)N2CCN(CCc3ccccn3)CC2)oc2ccc(F)cc12	1	0.7	1	-1	5	15	-12	0	-7
CN(CC(=O)NCCc1ccc(S(N)(=O)=O)cc1)S(=O)(=O)c1cccc2nsnc12	5	0.5	-8	-4	2	-7	7	-5	12
COC(=O)CCCC1=CC2=CC(=O)C(C)(OC(=O)c3cccs3)C(=O)C2=CN1Cc1ccco1 (stereo unspecified)	-18	1.9	1	12	11	-17	9	4	-77
CCOc1ccc(N(Cc2ccc(OC)c(OC)c2)C(=O)c2ccco2)cc1	-1	-1.1	5	32	12	1	14	-3	1
O=C(COc1ccc(F)cc1Br)NCC1(N2CCCCC2)CCCCC1	2	-0.6	-1	9	20	6	9	-4	-2
O=C(CCCOc1ccccc1)NCCc1nc2ccccc2[nH]1	0	0.9	-2	-12	2	13	14	-3	-3
c1ccc(-c2cc(-c3nnc4sc(-c5ccccn5)nn34)[nH]n2)cc1	-4	2.7	2	-1	9	2	44	1	21
CCOC(=O)c1ccc(NC(=O)CCc2nc(-c3ccccc3)no2)cc1	-8	-1.4	0	23	-2	0	6	5	-2
CC1=CC(=O)N(c2ccn(C)n2)C1=O	11	2.4	-2	-5	-2	-1	16	-4	16
COC(=O)C(NC(=O)c1ccccc1)=C(C)C	0	-0.7	-2	-8	-8	-7	-18	0	4
N#CCCn1nc(-c2ccccc2)c2ccccc2c1=O	6	1.2	0	5	9	-5	19	3	-3
O=C(Nc1nnc(SCc2c(Cl)cccc2Cl)s1)c1ccc2ncsc2c1	/	-1.8	-1	12	/	/	5	0	-24
N=c1sccn1CC(=O)Nc1cc(Cl)ccc1[N+](=O)[O-]	-8	-0.4	-1	-6	-1	-10	3	1	-21

Not a retest: an excerpt of the list.
SMILES	CXCR6 inh	CHOP UPR activ	UPR XBP1 act	tim23-1 inh	CCR6 antag	EBI2 antag	Mdm2-MdmX inh	APJ agonist	APJ antagonist
CCOC(=O)c1ccc(NC(=O)CCc2nc(-c3ccccc3)no2)cc1	-8	-1.4	0	23	-2	0	6	5	-2
CC1=CC(=O)N(c2ccn(C)n2)C1=O	11	2.4	-2	-5	-2	-1	16	-4	16

Results in EBI2 antag and UPR XBP1 act, for some of the entries so far:
canonical_smiles	EBI2 antag	UPR XBP1 act
CCc1ccc2nc(N(CCN(C)C)C(=O)/C=C/c3cccs3)sc2c1	7	3
CC(C)Sc1nnc(SCC(=O)NCCCN2CCCC2=O)s1	-8	-1
Cc1ccc(/C=C/C(=O)NCc2ccco2)o1	/	-2
CC(=O)OCCCN(C)CC/C=C1/c2ccccc2CSc2ccccc21	-5	-2
CC1CC(=O)N(C)c2cc([N+](=O)[O-])ccc2N1 (stereo unspecified)	-16	-3
c1ccc(Nc2nc(CSc3ncn[nH]3)cs2)cc1	-1	2

Structures from the list above that have an aryl thioether with sulfur outside any ring, in the order listed:
SMILES	CXCR6 inh	CHOP UPR activ	UPR XBP1 act	tim23-1 inh	CCR6 antag	EBI2 antag	Mdm2-MdmX inh	APJ agonist	APJ antagonist
Cc1cc(-c2nnc(SCC(=O)Nc3ccccc3C)n2N)n[nH]1	-5	1.6	-5	-11	4	-8	12	4	13
O=C(CSc1ncnc2scc(-c3ccccc3)c12)Nc1ccc(C(=O)O)cc1	3	-2.5	-2	12	4	1	10	-7	-10
COC(=O)c1ccc(CSc2nc3ccccc3c(=O)n2C)o1	4	1.2	0	27	24	2	-13	2	4
CC(C)Sc1nnc(SCC(=O)NCCCN2CCCC2=O)s1	1	-1.3	-1	-1	12	-8	2	-5	3
c1ccc(Nc2nc(CSc3ncn[nH]3)cs2)cc1	-11	3.7	2	5	2	-1	17	-3	-13
CCn1c(SCC(=O)Nc2cc(C)on2)nc2c1c(=O)n(C)c(=O)n2C	-2	-1.4	4	-2	3	-10	12	-4	17
O=C(Nc1nnc(SCc2c(Cl)cccc2Cl)s1)c1ccc2ncsc2c1	/	-1.8	-1	12	/	/	5	0	-24
